Assay outcomes as filed in PubChem BioAssay.
Autophagy mod: modulators of autophagy. MEF GFP-LC3 puncta imaging; test concentration mostly 10 µM. actives 0.98% (n = 190,000). AID 463193. calls only at 10 µM (by protocol);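 active = percentage of spot-positive cells more than 3 SD above its plate mean, without a fluorescence outlier flag or 80% toxicity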;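 note: spot-positive cell cutoff set from DMSO-treated cells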
P. falciparum M17LAP: P. falciparum M17LAP inhibitors, primary screen, biochemical, fluorogenic H-Leu-NHMec substrate, 1536-well (AID 1619); recombinant M17LAP, H-Leu-NHMec fluorogenic kinetic assay; higher % means a stronger effect; inhibition, % at 30 µM, or IC50 in µM where a hit was titrated; actives 0.38% (n = 220,000);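 active = compound inhibiting the enzyme by more than half at any dose during confirmatory dose-response retesting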;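 note: plate controls were full reaction with DMSO carrier for no effect and no enzyme background for full effect; strong numbers were not always called active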
b-catenin transl: beta-catenin nuclear translocation modulation; HeLa beta-catenin nuclear translocation, immunofluorescence imaging; nuclear translocation activity, % at 5 µM; actives 0.3% (n = 190,000);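 active = nuclear translocation activity above 50% at 5 µM, with a well cell count of 50 or more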;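 note: per-cell ratio of nuclear to cytoplasmic median beta-catenin stain intensity; plate controls were DMSO negative control for no effect and GSK-3 inhibitor IX positive control for full effect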
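Assay system: human HeLa cells, native beta-catenin; doses: 5 µM primary, 0.02–20 µM confirmation; incubation: compound treatment 24 h, 37°C, 5% CO2; technique: fluorescence imaging of beta-catenin antibody stain plus DAPI; measure: % activation, nuclear-to-cytoplasmic median beta-catenin signal ratio per cell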
Yfh1-off respiration: mitochondrial function rescue without frataxin homolog – Friedreich's ataxia, plus single-dose screen, dose response (AID 1465). actives 0.074% (n = 220,000). one-dose fold induction at 50 µM; EC50 in µM for titrated hits. S. cerevisiae Yfh1-off respiration, WST-1 reduction, 72 h; higher fold induction means a stronger effect;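 active = fold induction of absorbance versus untreated yeast above a set limit, then at least 30% activation at any dose in follow-up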;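 note: activators that raise dye reduction in frataxin-depleted yeast; strong numbers were not always called active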
T cell modulator: T cell immune modulation candidate. calls only at 7 µM. actives 0.068% (n = 330,000). 2C CD8+ T cell-vesicle binding, flow cytometry; stronger effect = lower value. AID 2052;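 active = response, share of CD8 T cells binding vesicles, and their 90th percentile fluorescence all below set limits, cut at about 80% in these data, passing the limit was not always enough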
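incubation = binding step 1.5 h, 37 °C, antibody labelling 20 min, ice | test system = 2C mouse CD8+ T cells | read-out basis = percent CD8+ FL2 mean versus row control | controls = Peptide-free naked vesicles (low) and QL9 vesicles with 0.7% DMSO vehicle (high) | detection = flow cytometry of vesicle-bound cells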
Dynein cargo inh: blocks dynein driven cargo transport along microtubules; 3617.4 mouse cells, GR-EGFP nuclear translocation imaging; test concentration mostly 20 µM; stimulated with dexamethasone, 1 µM; stronger effect = lower value; z-score, hits read low; actives 0.47% (n = 220,000); AID 1381;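 active = plate z-score of nuclear minus cytoplasmic receptor signal below a set negative limit, without overly bright fluorescence or cell loss, cut at about -3.5 in these data, passing the limit was not always enough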;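 note: z-score of nuclear minus cytoplasmic ring GR-EGFP intensity difference per well; some compounds called inactive have numbers as strong as hits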
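medium = tetracycline-free induction medium containing charcoal-stripped FBS | also added = 1.0 µM final dexamethasone stimulus | schedule = 48 h induction, 1 h compound, 30 min dex at 37 °C | technique = fixed, Hoechst-stained cells imaged at 10x for EGFP | measure = GR-EGFP nuclear translocation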
WT yeast gro inh: growth inhibition of WT yeast, mitochondrial fusion screen | mitochondrial fusion phenotypic screen, WT strain | inhibition, % at 10 µM | actives 2.1% (n = 190,000); in the data active = inhibition above about 58%; tested in S. cerevisiae
M1AAP inhibition: malaria alanyl aminopeptidase activity blockers – biochemical, fluorogenic H-Leu-NHMec substrate, 1536-well (AID 1445). actives 0.42% (n = 220,000). recombinant M1AAP, H-Leu-NHMec fluorogenic kinetic assay; higher % means a stronger effect. inhibition, % at 30 µM; hits with a dose series show IC50 in µM;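 active = primary inhibition above the hit cutoff, then over 50% inhibition at one or more dose response concentrations, cut at about 23% in these data, passing the limit was not always enough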;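 note: plate controls were DMSO full reaction for no effect and no enzyme background for full effect; strong numbers were not always called active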
MT stabilize HCS: microtubule stabilizers in HeLa cells. % tubulin-high responders, % at 10 µM. HeLa tubulin immunostaining HCS, 24 h; share of cells brighter than vehicle mean+2SD. AID 2205. actives 0.83% (n = 200,000);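 active = plate Z-score above 3 for both tubulin-high and condensed-nucleus cell shares, with cell loss under 80%, at 10 µM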;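 note: anti alpha tubulin signal scored within the nucleus-defined area of each cell; some results filed as inactive read as strong as hits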
WT yeast gro inh mutant strain: second read-out of WT yeast gro inh, no call of its own (marks repeat the call); inhibition, %; mitochondrial fusion phenotypic screen, mutant strain inhibition
Dynein cargo inh cytoplasmic EGFP: second read-out of Dynein cargo inh, no call of its own (marks repeat the call); z-score; measured here: cytoplasmic GR-EGFP intensity; stronger effect = higher value
Dynein cargo inh nuclear GR-EGFP: further read-out of Dynein cargo inh, marked with its call; z-score; measured here: nuclear GR-EGFP intensity;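 lower value marks the stronger effect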
Dynein cargo inh cell count: second read-out of Dynein cargo inh, no call of its own (marks repeat the call); z-score; measured here: cell count per field
b-catenin transl cell count 5 µM: second read-out of b-catenin transl, no call of its own (marks repeat the call); cell count; measured here: cell count, cytotoxicity flag
T cell modulator vesicle-bound %: also measured in T cell modulator; calls as there; double positive events, %; measured here: CD8+ vesicle-bound cell fraction;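 binding gate set so that unloaded-vesicle control wells show 10% double positive cells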
MT stabilize HCS Hoechst-high %: second read-out of MT stabilize HCS, no call of its own (marks repeat the call); % Hoechst-high responders; measured here: nuclear condensation Hoechst responders;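 share of cells brighter than vehicle mean plus two SD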
MT stabilize HCS cytotoxicity %: further read-out of MT stabilize HCS, marked with its call; toxicity, %; measured here: cytotoxicity by cell density;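 0% = mean cell density of plate MIN control wells and 100% = no cells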
Autophagy mod cell loss 18 h: recorded beside Autophagy mod, whose call it bears; toxicity, %; measured here: cell loss, nuclei count;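 cell loss after 18 h compound exposure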
An asterisk follows results filed as active; i = inactive; . = not tested or not shown.

SMILES | Autophagy mod | Autophagy mod cell loss 18 h | P. falciparum M17LAP | b-catenin transl | b-catenin transl cell count 5 µM | Yfh1-off respiration | T cell modulator | T cell modulator vesicle-bound % | Dynein cargo inh | Dynein cargo inh cytoplasmic EGFP | Dynein cargo inh nuclear GR-EGFP | Dynein cargo inh cell count | WT yeast gro inh | WT yeast gro inh mutant strain | M1AAP inhibition | MT stabilize HCS | MT stabilize HCS Hoechst-high % | MT stabilize HCS cytotoxicity %
CC1(C)[C@@H](O)CC[C@]2(C)[C@H]3C(=O)C=C4[C@@H]5C[C@@](C)(C(=O)O)CC[C@]5(C)CC[C@@]4(C)[C@]3(C)CC[C@@H]12 | i | 15 | -6% | -1.7 | 576 | i | i | 26 | 0.093 | -0.27 | 0.24 | 0.65 | 7 | 4 | -7% | 3.1 | 3.7 | 12
Cc1ccc(NC(=O)c2ncc(Cl)c(Cl)c2Cl)cc1C | i | 11 | 5% | -2.6 | 1055 | i | i | 48 | 1.8 | -0.14 | 0.48 | -0.97 | 5 | -8 | -8% | 2.6 | 4.9 | 6.1
O=S(=O)(NC1=NCCC1)c1cccs1 | i | -7 | 2% | 0.5 | 1011 | i | i | 12 | 0.025 | 0.54 | 0.45 | -0.23 | 3 | 8 | 8% | 2.6 | 1.6 | 2.9
CC(Cl)C(=O)c1ccc2c(c1)CCN2C(=O)C1CC1 (stereo unspecified) | i | 1 | 8% | 1.2 | 1099 | i | i | 23 | -0.85 | -0.21 | -0.35 | 2.4 | -9 | -9 | -2% | 1.9 | 1.1 | 3.9
CC(=O)N1C(=O)c2cccc3cccc(c23)C(=O)N1C(C)=O | i | -4 | -3% | . | . | i | i | 44 | -0.68 | 0.043 | -0.027 | 0.9 | -2 | 4 | -7% | 4.6 | 2.9 | 1.5
Cc1noc(C)c1COC(=O)[C@@H](NC(=O)c1ccccc1Cl)C(C)C | i | 39 | -1% | 1.6 | 1135 | i | i | 35 | 0.87 | -0.22 | 0.21 | 0.24 | -6 | 2 | -3% | 3.0 | 1.5 | 11
O=C(O)c1cc2c(ccc3ccccc32)oc1=O | i | 0 | -82% | -2.7 | 1168 | i | i | 20 | -0.34 | -0.23 | -0.27 | 0.37 | 6 | 9 | 16% | 2.3 | 1.4 | 4.6
O=C(NCc1cc(C(F)(F)F)cc(C(F)(F)F)c1)C1CC(c2cccc([N+](=O)[O-])c2)=NO1 (stereo unspecified) | i | -28 | -8% | -1.1 | 739 | i | . | . | 0.86 | -0.2 | 0.71 | 0.93 | -9 | -2 | -4% | 2.8 | 2.2 | 10
O=c1c2ccccc2n2c(-c3ccc(F)cc3)nnc2n1Cc1ccccc1 | i | 7 | 20% | 0.1 | 489 | i | i | 48 | 0.043 | -0.079 | 0.76 | -1.5 | -13 | -15 | -2% | 1.9 | 2.4 | 2.3
O=c1c(C=NCCCn2ccnc2)c(-c2ccccc2)[nH]n1-c1nc2ccccc2s1 | i | -14 | 13% | . | . | i | i | 40 | 0.5 | -0.25 | 0.07 | 0.44 | -9 | 6 | 6% | 2.9 | 2.0 | 7.6
Cc1ccc(NC(=O)C2CCN(S(C)(=O)=O)CC2)cc1C | i | -14 | 6% | . | . | i | i | 47 | 0.42 | 0.0012 | 0.28 | 0.4 | 1 | 10 | 2% | 2.1 | 1.3 | 5.1
Cc1cccc(NC(=S)N(CCCN(C)C)Cc2cc3cc4c(cc3[nH]c2=O)OCO4)c1 | i | 1 | -2% | 1.0 | 952 | i | i | 58 | -0.79 | -0.33 | -0.098 | 1.1 | -12 | -11 | 13% | 3.1 | 1.5 | 5.8
CCOc1ccc(NC2=NC(C(=O)NCc3ccccc3)CC(=O)N2)cc1 (stereo unspecified) | i | 18 | 0% | -4.0 | 1054 | i | i | 74 | 0.31 | -0.22 | 0.34 | 0.15 | -8 | -40 | 6% | 2.6 | 3.0 | 2.5
COc1ccc(N/C(=N/c2nc(C)cc(C)n2)NC(=O)c2ccccc2)cc1 | . | . | 7% | 3.1 | 1306 | i | i | 39 | -0.64 | -0.82 | -0.66 | 0.52 | . | . | -2% | . | . | .
Cc1ccc(NC(=O)/C=C\C(=O)NCC(=O)O)cc1 | i | -2 | -2% | -0.9 | 1516 | i | i | 56 | 0.72 | -0.37 | 0.28 | -0.019 | -38 | 6 | -7% | 4.1 | 3.1 | 8.4
O=C(COC(=O)c1ccc2c(=O)n3c(nc2c1)CCC3)Nc1ccc(OC(F)F)cc1 | i | 7 | 0% | -4.3 | 1072 | i | i | 41 | -0.66 | -0.3 | -0.21 | 0.46 | 2 | -2 | 4% | 3.2 | 2.4 | 5.5
Cc1ccc(-n2c(SCC(=O)NCC3CCCO3)nnc2-c2ccoc2C)cc1 (stereo unspecified) | i | -8 | 16% | -1.7 | 1167 | i | i | 57 | -0.32 | -0.22 | 0.015 | 0.62 | -7 | 0 | 0% | 2.9 | 2.4 | 2.3
O=C(c1ccc2c(c1)OCO2)C1CCCN(Cc2cccn2-c2cccnc2)C1 (stereo unspecified) | i | 18 | -3% | -0.1 | 941 | i | i | 42 | -0.43 | -0.32 | -0.41 | 0.78 | 9 | 8 | -12% | 2.6 | 1.9 | 0.6
CCOC(=O)CCCCC(=O)c1[nH]c(=O)[nH]c1C[n+]1ccccc1 | i | -19 | 6% | -0.3 | 1125 | i | i | 29 | 0.34 | -0.24 | 0.52 | 0.033 | -5 | -9 | -2% | 4.0 | 1.4 | 6.1
CCCC(=O)Nc1sc2c(c1C(=O)OCC)CC(C)(C)OC2 | i | -6 | 3% | -0.1 | 1540 | i | i | 41 | -0.16 | -0.3 | -0.17 | 0.6 | -3 | -13 | 4% | 2.2 | 2.1 | 6.0
C#CCOCCOCCOCCNc1nc(N2CCOCC2)nc(N2CCN(C(=O)[C@H]([C@@H](C)CC)n3cc(CCCCN)nn3)CC2)n1 | i | -10 | 10% | . | . | i | . | . | -1 | -0.22 | 0.091 | 1 | -16 | -14 | 0% | 2.6 | 1.7 | 1.2
COc1ccc(NC(=S)Nc2ccc3nsnc3c2)cc1 | i | -15 | 31% | 0.9 | 938 | i | i | 36 | -0.73 | -0.3 | -0.62 | 0.66 | 37 | -5 | 7% | 3.1 | 3.1 | 4.7
CC1Sc2n(c3ccccc3[n+]2C)N=C1c1ccccc1 (stereo unspecified) | i | -8 | 9% | -1.1 | 1039 | i | i | 7 | 1.2 | -0.21 | 1.3 | -1.5 | 3 | -6 | 10% | 5.8 | 1.1 | 5.4
CN(CC/C=C1/c2ccccc2CSc2ccccc21)CCCO | i | 2 | 6% | 0.6 | 982 | i | i | 37 | -0.34 | -0.3 | -0.089 | -0.3 | 7 | -11 | -1% | 6.0 | 3.1 | 6.2
CCN(CC)S(=O)(=O)N1CCC(C(=O)NC(C)CCc2ccccc2)CC1 (stereo unspecified) | i | 13 | -5% | 3.0 | 1342 | i | i | 1 | 0.7 | -0.16 | 0.73 | -1 | 0 | 8 | 0% | 5.5 | 3.9 | 3.1
CC1(C)C(=O)OC(c2cccn2-c2cccc([N+](=O)[O-])c2)C2(CCCCC2)C1=O (stereo unspecified) | i | 11 | -3% | 0.3 | 1088 | i | i | 41 | -0.77 | -0.28 | -0.6 | 0.49 | 78* | 18* | 11% | 4.3 | 3.0 | 4.3
CCOc1ccccc1C(=O)NC(C(=O)NCc1ccccc1OC)C(C)C (stereo unspecified) | i | 11 | 7% | -2.4 | 1123 | i | i | 44 | 1.5 | -0.16 | 1.8 | -2.7 | . | . | 12% | 3.4 | 2.1 | 19
O=S(=O)(c1cccc2cccnc12)N1CCCc2ccccc21 | . | . | 7% | 1.1 | 1324 | i | i | 14 | 0.16 | -0.28 | -0.0099 | 0.71 | . | . | 0% | . | . | .
